# Bioassay records: PubChem BioAssay, National Center for Advancing Translational Sciences (NCATS)
# TSHR antag: blocks TSH signaling through the human TSH receptor. P16473. TSHR-expressing cells, TSH-stimulated cAMP HTRF, 2 h; hits give low values. 330,000 tested, 0.2% active. activity change, negative = inhibition, % at 11.5 µM;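 active = activity change below a set negative limit, meaning inhibition stronger than a set level, cut at about -70% in these data; inconclusive = activity change between two set negative limits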; note: % is set by controls: 0 for no effect and ±100 for the full control effect
# Target sequence (P16473 whole entry, looked up): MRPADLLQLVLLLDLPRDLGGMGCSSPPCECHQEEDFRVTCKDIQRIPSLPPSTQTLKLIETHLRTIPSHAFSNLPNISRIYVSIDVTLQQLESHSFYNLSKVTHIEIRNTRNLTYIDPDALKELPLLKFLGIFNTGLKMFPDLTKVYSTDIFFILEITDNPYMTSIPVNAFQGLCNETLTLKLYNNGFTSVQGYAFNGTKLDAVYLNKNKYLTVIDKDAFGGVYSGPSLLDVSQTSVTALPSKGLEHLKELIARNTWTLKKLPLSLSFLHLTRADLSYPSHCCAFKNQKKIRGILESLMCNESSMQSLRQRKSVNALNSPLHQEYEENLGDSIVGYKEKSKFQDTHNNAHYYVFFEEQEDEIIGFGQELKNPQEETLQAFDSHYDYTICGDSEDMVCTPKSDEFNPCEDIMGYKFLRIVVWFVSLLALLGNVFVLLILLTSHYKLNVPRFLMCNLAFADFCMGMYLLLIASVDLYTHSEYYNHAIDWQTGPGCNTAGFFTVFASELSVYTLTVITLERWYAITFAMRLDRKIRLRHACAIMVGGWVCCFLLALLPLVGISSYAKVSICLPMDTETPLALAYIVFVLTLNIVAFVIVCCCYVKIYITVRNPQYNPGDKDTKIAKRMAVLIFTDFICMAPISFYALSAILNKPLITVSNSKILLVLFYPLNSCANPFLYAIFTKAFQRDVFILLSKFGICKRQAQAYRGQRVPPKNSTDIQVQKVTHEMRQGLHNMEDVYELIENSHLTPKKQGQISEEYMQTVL
#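 Competitive HTRF cAMP read-out (cryptate anti-cAMP antibody, cAMP-d2; 30 min, room temperature) in freshly harvested TSHR cells. Compounds added before TSH at EC80 (4nM final), followed by 2 hours' incubation at 37 deg C.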
# Giardia killer: Giardia lamblia killing. 340,000 tested, 0.15% active. activity change, % at 7.66 µM, hits read low. Giardia lamblia trophozoite viability; in the data active = activity change below about -80%; inconclusive = between about -30% and that limit;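 note: parasites exposed to compound for two days anaerobically before the ATP read; % is set by controls: 0 for no effect and ±100 for the full control effect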
#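 Trophozoite viability was measured as ATP-dependent luminescence, read 15-30 min after reagent addition. Before that, parasites at 100 cells/well were exposed to compounds for 48 h, anaerobically, at 37 deg C.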
# MLL CXXC-DNA inh: blocks binding of human MLL CXXC domain to DNA | AID 2662 | Potency, µM (top dose mostly 115 µM), without a hit: top-dose activity change, negative = inhibition, actives largely listed as inhibitors | Q03164 | MLL-CXXC / FITC-HOXA9 DNA fluorescence polarization | 290,000 tested, 0.037% active; active = well fitted inhibition curve with a large enough effect in the polarisation, with a control signal flat, not every such curve was filed as active; inconclusive = small, poorly fitted or top-dose-only effect, or effect the other way, or a change in a side signal; inactive = no such curve, though single readings can be large or run the other way; the % refers to the polarisation; note: potency is the fitted concentration of half-maximal effect
#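 Fluorescence polarization: 7 uM MLL-CXXC (stock) preincubated 5 min with compounds, then 50 nM fluorescein-HOX-A9 DNA (stock) added; 30 min ambient. Buffer 50 mM Tris-HCl pH 7.5, 50 mM NaCl, 1 mM DTT, 0.05% BSA.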
# Chronic BCR inh: chronic active BCR signaling inhibition; ABC-DLBCL IkBa-CBG/CBR reporter, luminescence ratio, 4 h; Potency, µM (top dose mostly 46.1 µM), without a hit: at the highest dose ratio change, negative = lower green/red ratio, most hits filed as inhibitors; 340,000 tested, 0.05% active; AID 493014; active = well fitted inhibition curve with a large enough effect in the signal ratio, with a control signal flat, not every such curve was filed as active; inconclusive = small, poorly fitted or top-dose-only effect, or effect the other way, or a change in a side signal; the % refers to the signal ratio;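 note: potency is the fitted concentration of half-maximal effect; plate controls were basal doxycycline-induced cells for no effect and cells given 10 µM MG132 for full effect; MG132 reads +100%, hits lower the ratio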
#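 Concentration-response series (up to 46 uM) were applied to TMD8 dual-reporter cells for 4 h at 37C with doxycycline. Green/red ratio, after filter-overlap correction, defined %Activity; red signal alone was normalised to basal cells and zero luminescence.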
# GALK inhibitor: inhibitors of human galactokinase. P51570. Purified GALK, Kinase-Glo residual ATP luminescence. Potency, µM (doses to about 57.5 µM), without a hit: at the top dose activity change, negative = inhibition, hits mostly inhibitors. 270,000 tested, 0.007% active; note: potency is the fitted concentration of half-maximal effect; % is set by controls: 0 for no effect and ±100 for the full control effect
#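 Compounds were pin-transferred into ATP buffer (35 uM final), then GALK plus galactose (5 nM, 100 uM final) was added. After 1 h at room temperature, Kinase-Glo Plus was added and luminescence read after 10 min.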
# TCR act: activators of T cell receptors; primary human leukocytes, anti-CD3, IL-2 HTRF, 48 h; Potency, µM (top dose mostly 9.22 µM), inactives show at the highest dose activation of IL-2 secretion, actives largely listed as activators; 330,000 tested, under 10 active; note: % of control where 0% means no effect
#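 Using a-CD3 beads without co-stimulation, primary human leukocytes were exposed to compounds for 48 hr. An HTRF IL-2 kit measured the cytokine, with europium-to-d2 energy transfer producing emission at 665nm upon 320nm excitation.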
# hERG WT inh: inhibitors of human wildtype KCNH2 potassium channel. U2OS, BacMam KCNH2, thallium flux FluxOr; hits give low values. activity change, % at 1.84 µM. 340,000 tested, 0.37% active;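 active = maximum activity change below -70%; inconclusive = maximum activity change between -70% and -50%; inactive = maximum activity change above -50%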; note: % is set by controls: 0 for no effect and ±100 for the full control effect
#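 U2OS cells transduced with wild-type KCNH2 virus are loaded with FluxOr dye for 45 min, and thallium flux is measured in kinetic reads before and after stimulation buffer. Rate constants are normalized to DMSO controls.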
# Tb PFK block: T. brucei PFK enzyme inhibition | AID 485367 | T. brucei PFK, ADP-Glo luminescence | 330,000 tested, 0.17% active | Potency, µM (highest dose often 57.5 µM), for the others: top-dose activity, negative = inhibition, actives largely listed as inhibitors | O15648;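 note: potency is the fitted concentration of half-maximal effect; 0% = uninhibited 1x PFK enzyme wells and -100% = no-enzyme wells; nearly all actives have a fitted effect of over 60% in size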
#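 PFK 1.25 nM, F6P 0.5 mM, ATP 0.1 mM, 0.1 M TEA pH 8.0, 5 mM MgCl2, 0.01% Tween20, 0.1% BSA; 45 min RT. ADP-Glo readout. qHTS titration up to 57 uM; curves fitted, compounds curve-classed.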
# FBPA coupling cs: inhibits coupling enzyme system, counter-screen for aldolase hits | coupling enzyme system counterscreen, AmpLite Red fluorescence | activity change, negative = inhibition, % at 58.2 µM, hits read low | 290,000 tested, 0.67% active | AID 2472; in the data active = activity change below about -30%; note: % is set by controls: 0 for no effect and ±100 for the full control effect
#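 Coupling enzymes only (glyceraldehyde-3-phosphate) + compound, at 57.5 uM final, 10 min RT; add substrate/coupling/AmpLite Red mix, 20 min RT; fluorescence ex 525/em 598 nm. Actives flag coupling-system interference.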
# A-T KAP1 phos: candidate therapy for ataxia-telangiectasia | Potency, µM (highest dose often 57.5 µM), inactives show at the highest dose activation, actives largely listed as activators | AID 485349 | 320,000 tested, 0.19% active | […] A-T fibroblasts, KAP-1 phosphorylation AlphaLISA; neocarzinostatin DNA damage 30 min before lysis; note: potency is the fitted concentration of half-maximal effect; % of control where 0% means no effect; nearly all actives have a fitted effect of over 45% in size
#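 hTERT-immortalized A-T patient fibroblasts ([…]), 500 cells/well in OPTI-MEM, 1% FBS, got compounds for 60 min, then NCS for 30 min at 37C. Lysates were then assayed for phospho-KAP-1 by AlphaLISA (anti-pKAP1 donor, anti-KAP1 acceptor beads), 6 hr at 25C.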
# The depositor's hits bear a star; ? = inconclusive; · = not tested or not shown; & = joins results of further samples; [ ] = dose if it differs, or a comment. Unless noted, calls come from the whole dose curve; as a rule, active = well fitted curve in the direction sought with a large enough effect; inconclusive = small, poorly fitted or top-dose-only effect, or another doubt; inactive = no such curve, though single readings can be large; an effect the other way counts as inactive or inconclusive.
SMILES,TSHR antag,Giardia killer,MLL CXXC-DNA inh,Chronic BCR inh,GALK inhibitor,TCR act,hERG WT inh,Tb PFK block,FBPA coupling cs,A-T KAP1 phos
COc1cccc(C2C=C(c3cccs3)Nc3ncnn32)c1OC (configuration not stated),11,-13,-4%,1%,6%,-1%,12,-1%,-22,-5%
C/C(=N\NC(=O)c1ccoc1C)c1ccccc1O,-18,0,21%,?,3%,6%,-5,1%,-1,0%
O=C(Cn1c(=O)cnc2ccccc21)N1CCN(S(=O)(=O)c2cccc([N+](=O)[O-])c2)CC1,0,2,·,3%,·,-10%,-5,0%,·,-1%
CNC(=O)N(C1=NCC(C)(C)S1)c1ccc(F)c(Cl)c1,16,3,5%,-4%,-3%,0%,-7,0%,5,0%
Cc1ccc(NC(=O)Cn2c(=O)cnc3ccccc32)cc1S(=O)(=O)N1CCOCC1,-12,7,·,-4%,·,-2%,11,-1%,·,-10%
CCOC(=O)CSc1nc2ccc(C)cc2n2cnnc12,-1,-15,0%,6%,6%,0%,5,2%,-6,5%
O=C(CCCC(=O)N(c1ccc(F)cc1)C(C(=O)NC1CCCC1)c1ccc(O)cc1)Nc1ccccn1 (configuration not stated),-7,3,2%,?,-4%,3%,0,11%,3,-3%
O=C(Nc1nnc(-c2cccs2)o1)c1ccco1,5,-5,-11%,?,3%,5%,-21,0%,-1,-4%
Cc1cccc(NC(=O)CSCC(=O)N(CCC(C)C)c2c(N)n(Cc3ccccc3)c(=O)[nH]c2=O)c1,1,7,·,0%,·,-4%,1,-3%,·,3%
C[C@H](CO)N1C[C@H](C)[C@@H](CN(C)C(=O)Nc2ccc(C(F)(F)F)cc2)Oc2ccc(NC(=O)Nc3ccccc3)cc2C1=O,-6,8,·,-1%,·,-14%,-7,0%,·,4%
Fc1ccc(-n2cc(CNCCc3ccncc3)c(-c3ccccc3Cl)n2)cc1,7,-4,-11%,?,1%,3%,22,0%,1,8%[11.5 µM]
CN1CCN(Cc2nc(Cc3cccc(F)c3)no2)CC1c1ccccc1 (configuration not stated),8,-13,?,-8%,6%,-7%,0,0%,0,1%
O=C(CS(=O)(=O)c1ccccc1)Nc1nnc(Cc2ccccc2)s1,-7,8,-5%,7%,-3%,-4%,1,-4%,-3,6%
Cc1ccc(C(=O)NNC(=O)c2csc(N3CCOCC3)n2)o1,3,-23,·,-11%,·,-3%,0,-2%,·,0%
COc1ccc(C(=O)CCC(=O)N2CCN(c3cccc(Cl)c3)CC2)cc1,-12,30,·,6%,·,-2%,14,-24%,0,-4%
Cc1ccccc1NC(=O)c1sc(Cl)nc1C,8,-5,1%,1%,2%,-5%[46.1 µM],-3,3%,1,4%
COC(=O)c1cc(N=Nc2sc(N)nc2C)cc(C(=O)OC)c1,4,-24,4%,0%,6%,-3%,12,-2%,0,1%
O=C(CNC(=O)N1CC(=O)Nc2ccccc21)Nc1ccc(F)c(Cl)c1,-6,-26,16%,7%,0%,-4%,-6,1%,1,3%
CCC(=O)N1CCc2cc(S(=O)(=O)CCC(=O)O)ccc21,-7,-23,-3%,-1%,-1%,1%,4,-1%,0,2%
O=C(c1ccc([N+](=O)[O-])cc1Cl)N1CCN(c2ccccn2)CC1,4,6,-3%,?,4%,14%,-8,0%,2,-1%

# Pulled by structure from the list above:
SMILES,TSHR antag,Giardia killer,MLL CXXC-DNA inh,Chronic BCR inh,GALK inhibitor,TCR act,hERG WT inh,Tb PFK block,FBPA coupling cs,A-T KAP1 phos
CCC(=O)N1CCc2cc(S(=O)(=O)CCC(=O)O)ccc21,-7,-23,-3%,-1%,-1%,1%,4,-1%,0,2%
COc1ccc(C(=O)CCC(=O)N2CCN(c3cccc(Cl)c3)CC2)cc1,-12,30,·,6%,·,-2%,14,-24%,0,-4%

# Next section:
SMILES,TSHR antag,Giardia killer,MLL CXXC-DNA inh,Chronic BCR inh,GALK inhibitor,TCR act,hERG WT inh,Tb PFK block,FBPA coupling cs,A-T KAP1 phos
CC(OC(=O)C1CC1)C(=O)Nc1cccc(S(=O)(=O)N2CCOCC2)c1 (configuration not stated),-1,12,·,-2%,·,-1%,12,3%,·,12%
Cc1ccc(S(=O)(=O)N(C)CC(=O)OCC(=O)N2CC(=O)Nc3ccccc32)cc1,-5,-26,1%,?,13%,2%,-2,6%,4,-3%
Cn1c(CCC(N)=O)nnc1SCC(=O)Nc1ccccc1C(=O)NC1CC1,2,2,·,-2%,·,-2%,-3,-6%,·,4%
O=C(Cc1ccc2c(c1)OCCO2)N/N=C/c1ccco1,2,-12,·,0%,·,2%,12,1%,·,3%
CCN(CC)c1ccc(/C=C(/C#N)c2nc3ccc(C)cc3[nH]2)c(OC(C)C)c1,29,8,?,?,4%,0%,-70*,-2%,-1,-11%
CCN(CC)S(=O)(=O)c1ccc(O)c(C(=O)OCC(=O)N2CCCC2)c1,10,-6,-3%,-1%,-3%,-10%,3,3%,0,5%
COc1ccc(C(=O)C2CCCN(Cc3c[nH]c4ccccc34)C2)c(OC)c1 (configuration not stated),11,11,15%,2%,1%,-11%,12,0%,1,-1%
C=CCN1CN(S(=O)(=O)c2cccc(Cl)c2)c2nc3ccccc3nc21,25,18,9%,5%,-9%,2%,2,0%,-9,-4%
CCOC(=O)N1CCN(C(=O)c2cnsn2)CC1,-14,15,-3%,-2%,0%,3%,-7,8%,1,-6%
COc1ccc(OCC2c3cc(OC)c(OC)cc3CCN2C(=O)C(C)C)cc1 (configuration not stated),-7,-24,0%,2%,-1%,-17%,-1,-4%,1,5%
CSc1nsc(SC)c1NC(=O)N1CCCC1,-2,-14,-3%,8%,1%,0%,1,-8%,4,5%
COc1cc2c(cc1OC)C1CC(=O)C(CC(C)C)CN1CC2 (configuration not stated),-21&9,-7,3%&-7%,-3%,5%,0%,-9,-3%,·,4%
c1ccc(NCc2ccccn2)cc1,-6,4,-14%,?,0%,-1%,·,1%,-3,-3%
CCOC(=O)C[n+]1ccc2c([nH]c3ccccc32)c1C,-2,-9,-3%,-6%,6%,0%,-4,5%,0,10%
Cc1ccc(N(Cc2ccco2)C(=O)c2ccc(N3CCCCC3)c([N+](=O)[O-])c2)cc1,-3,11,12%,7%,2%,-1%[46.1 µM],10,4%,0,1%
CCNc1nc(Cl)nc(NCc2ccccc2)n1,-3,-8,16%,-9%,3%,5%,3,1%,2,4%
CCC1SC(CC)C(=O)N(CC(=O)NC2CCCCC2)C1=O (configuration not stated),-16,-10,-2%,-1%,1%,-7%,3,3%,-1,1%
Cn1c(NC(=O)C(C)(C)Oc2ccc(Cl)cc2)cc(=O)n(C)c1=O,-2,-5,-2%,9%,1%,7%,-4,-5%,9,1%
CCN(C[C@H]1N[C@@](CC)(C(=O)OC)[C@H]2C(=O)N(Cc3ccccc3)C(=O)[C@@H]12)C(=O)COC,-2,-10,·,0%,·,4%,-1,0%,·,4%
COc1cc(C)nc(Oc2ccc(=O)n(C)n2)n1,8,-2,5%,0%,-5%,6%,-11,7%,1,1%
CCN(CC(=O)Nc1c(F)cccc1F)C(=O)/C=C/c1ccc2ccccc2n1,-1,5,·,-1%,·,6%,12,?,·,3%
O=C(NCCCN1CCCC1=O)c1cccc(S(=O)(=O)N2CCCCC2)c1,1,12,·,0%,·,-6%,-10,-1%,·,7%
CC(=O)Nc1ccc(NC(=O)CSc2nnnn2-c2ccccc2F)cc1,-2,2,13%,0%,5%,1%,16,0%,10,-2%
COc1ccccc1NS(=O)(=O)c1cc(C)ccc1C,-12,23,-6%,0%,0%,0%,0,-2%,-1,0%
COc1ccccc1OCCn1c(=O)oc2ccc(C)cc21,-1,13,-4%,-4%,1%,2%,-1,0%,0,-6%[11.5 µM]
Cc1nc(NC(=S)NC(=O)c2cccs2)sc1C(=O)N(C)C,8,-8,7%,2%,-2%,8%,-7,2%,1,-1%
CNc1nc2c(N)ncnc2n1[C@H]1O[C@@H](CO)[C@H](O)[C@@H]1O,29,-3,11%,?,-1%,3%,-15,-23%,-4,0%
CN(C)S(=O)(=O)n1cc(/C=C(\NC(=O)c2ccccc2Cl)C(=O)N2CCCC2)c2ccccc21,-8,0,-7%,?,3%,0%,-23,-11%,-1,0%
COc1ccc(-c2cc(=O)oc3cc(OCC(=O)Nc4ccc(CCO)cc4)ccc23)cc1,-32,6,1%,-1%,-1%,4%,15,2%,1,1%
CC(C)(C)NC(=O)COc1coc(CN2CCN(Cc3ccccc3)CC2)cc1=O,5,17,-2%,2%,-3%,9%,1,1%,·,-3%
COc1ccc(C(=O)NC(=S)Nc2ccccc2N2CCN(S(C)(=O)=O)CC2)cc1OC,24,-13,-7%,-2%,0%,-1%,-1,-6%,2,-5%
